# Eya2 inh: Eya2 (human) phosphatase inhibition; O00167; hit rate 0.006% among 330,000; recombinant Eya2, OMFP fluorescence dephosphorylation (OMFP is methylfluorescein phosphate); Potency, µM (highest dose often 76.9 µM), without a hit: at the top dose activity, negative = inhibition, most hits filed as inhibitors; note: potency is the fitted concentration of half-maximal effect; % is set by controls: 0 for no effect and ±100 for the full control effect
#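 Eya2 (0.2 uM) preincubated 10 min at ambient with compound, then OMFP substrate added at 50 uM; 10 min reaction in 50 mM HEPES pH 7.5, 50 mM NaCl, 5 uM MgCl2, 0.05% BSA, 1 mM DTT. Fluorescence read at Ex 485/Em 525 nm.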
# MBNL1 CUG block: MBNL1-poly(CUG) RNA binding inhibition; Q9NR56; Potency, µM (doses to about 57.5 µM), without a hit: at the highest dose activity change, negative = inhibition, hits mostly inhibitors; AID 2675; hit rate 0.036% among 280,000; TR-FRET MBNL1-His/biotin-(CUG)12 binding, 665/545 ratio; active = well fitted inhibition curve with a large enough effect in the signal ratio, with a control signal flat, not every such curve was filed as active; inconclusive = small, poorly fitted or top-dose-only effect, or effect the other way, or a change in a side signal; inactive = no such curve, though single readings can be large or run the other way; the % refers to the signal ratio; note: potency is the fitted concentration of half-maximal effect; % is set by controls: 0 for no effect and ±100 for the full control effect
# Target sequence (Q9NR56 whole entry, looked up): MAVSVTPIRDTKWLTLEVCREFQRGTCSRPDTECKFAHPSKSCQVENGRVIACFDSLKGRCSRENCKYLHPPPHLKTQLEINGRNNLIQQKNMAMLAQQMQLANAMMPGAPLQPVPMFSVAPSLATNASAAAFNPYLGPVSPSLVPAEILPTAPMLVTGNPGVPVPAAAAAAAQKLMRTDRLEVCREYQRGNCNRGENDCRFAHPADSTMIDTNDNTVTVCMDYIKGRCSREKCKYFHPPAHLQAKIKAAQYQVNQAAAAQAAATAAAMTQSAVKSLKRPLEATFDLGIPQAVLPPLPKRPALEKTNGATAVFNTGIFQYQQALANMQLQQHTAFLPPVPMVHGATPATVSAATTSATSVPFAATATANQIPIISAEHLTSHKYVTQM
#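 TR-FRET readout: Ex 340 nm, 665/545 nm emission ratio, normalized to buffer-only (basal) and MBNL1-(CUG)12 controls. Complex of MBNL1-His with Biotin-(CUG)12, compounds 92 nM–58 uM, incubated 60 min at room temperature.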
# hERG WT inh: blocks the wildtype human KCNH2 potassium channel. activity change, % at 1.84 µM. Q12809. hit rate 0.37% among 340,000. AID 720551. U2OS, BacMam KCNH2, thallium flux FluxOr; stronger effect = lower value;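 active = maximum activity change below -70%; inconclusive = maximum activity change between -70% and -50%; inactive = maximum activity change above -50%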; note: % is set by controls: 0 for no effect and ±100 for the full control effect
#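 U2OS cells transduced with wild-type KCNH2 virus are loaded with FluxOr dye for 45 min, and thallium flux is measured in kinetic reads before and after stimulation buffer. Rate constants are normalized to DMSO controls.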
# S-ASM inh: inhibitors of human secretory acid sphingomyelinase. P17405. AID 504937. Potency, µM (highest dose often 57.5 µM), inactives show top-dose activity change, negative = inhibition, actives largely listed as inhibitors. hit rate 0.006% among 340,000. placental ASM, HMU-PC fluorogenic substrate, 60 min; note: potency is the fitted concentration of half-maximal effect
#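 Steps: dispense placental human ASM, pin compound, wait 10 min at room temperature, add HMU-PC0 substrate at 9 uM final, incubate 60 min at 37 °C, add stop solution raising pH to 10, read fluorescence.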
# PKM2 act: activators of human pyruvate kinase M2; P14618; purified PKM2, Kinase-Glo ATP luminescence, activation; response scale: 0% is enzyme alone, no compound; Potency, µM (highest dose often 57.5 µM), for inactives: at the highest dose activation, actives largely listed as activators; hit rate 0.34% among 260,000; note: potency is the fitted concentration of half-maximal effect; % is set by controls: 0 for no effect and ±100 for the full control effect; nearly all actives have a fitted effect of over 55% in size
#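 ATP formation by purified human PK-M2, quantified via coupled luciferase luminescence after 1 h at room temperature with 0.1 mM ADP and 0.5 mM PEP final.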
# GALK inh: inhibitors of human galactokinase; Purified GALK, Kinase-Glo residual ATP luminescence; Potency, µM (series often up to 57.5 µM), for inactives: at the highest dose activity change, negative = inhibition, usual class: inhibitors; P51570; AID 1868; hit rate 0.007% among 270,000; note: potency is the fitted concentration of half-maximal effect; % is set by controls: 0 for no effect and ±100 for the full control effect
#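 Human GALK (5 nM) with 35 uM ATP and 100 uM galactose in 20 mM HEPES pH 8.0, 5 mM MgCl2, 60 mM NaCl, 1 mM DTT, 0.01% BSA. After 1 h at room temperature, leftover ATP was read by Kinase-Glo Plus luminescence.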
# Chronic BCR inh: blocks chronic active B-cell receptor signaling. ABC-DLBCL IkBa-CBG/CBR reporter, luminescence ratio, 4 h. Potency, µM (series often up to 46.1 µM), for inactives: top-dose ratio change, negative = lower green/red ratio, hits mostly inhibitors. hit rate 0.05% among 340,000. AID 493014; active = well fitted inhibition curve with a large enough effect in the signal ratio, with a control signal flat, not every such curve was filed as active; inconclusive = small, poorly fitted or top-dose-only effect, or effect the other way, or a change in a side signal; the % refers to the signal ratio;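 note: potency is the fitted concentration of half-maximal effect; plate controls were basal doxycycline-induced cells for no effect and cells given 10 µM MG132 for full effect; MG132 reads +100%, hits lower the ratio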
#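 TMD8 ABC-DLBCL cells carrying doxycycline-inducible green luciferase fused to IkappaBalpha plus unfused red luciferase were exposed to compounds (up to 46 uM) for 4 hrs at 37C. Activity came from the overlap-corrected green/red luminescence ratio.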
# Mito fusion yeast: inhibitors of mitochondrial division or activators of mitochondrial fusion; S. cerevisiae fusion-defective mutant growth rescue, CellTiterGlo 48 h; Potency, µM (top dose mostly 46.1 µM), for inactives: at the top dose growth rescue (activation), actives largely listed as activators; hit rate 0.23% among 320,000; AID 485298;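 note: potency is the fitted concentration of half-maximal effect; % of control where 0% means no effect; nearly all actives have a fitted effect of over 45% in size; temperature-sensitive fusion mutants such as fzo1-1 at 37 °C on non-fermentable ethanol glycerol medium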
#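 Growth-rescue viability read-out: after 48 h at the non-permissive 37C in glycerol/ethanol YPEG, yeast mitochondrial fusion mutants are measured by CellTiterGlo luminescence; compounds (23 nl pinned per well) restoring growth score as division inhibitors or fusion activators.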
# USP2a inh: blocks human ubiquitin-specific protease USP2a | hit rate 0.01% among 330,000 | USP2 core, Ub-CHOP2 coupled fluorogenic reporter, 485/531 | Potency, µM (doses to about 38.3 µM), without a hit: top-dose activity change, negative = inhibition, actives largely listed as inhibitors;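 note: potency is the fitted concentration of half-maximal effect; plate controls were DMSO wells for no effect and full inhibition by NEM control for full effect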
#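 Deubiquitinase activity read as fluorescence (485/531 nm) after Ub-CHOP2 cleavage activates the enterokinase reporter on its substrate; USP2 core 10nM, Ub-CHOP2 and substrate 25nM each, 30min compound preincubation then 60min RT; data normalized to NEM, curves fitted.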
# TSHR antag: blocks TSH signaling through the human TSH receptor | TSHR-expressing cells, TSH-stimulated cAMP HTRF, 2 h; stronger effect = lower value | activity change, negative = inhibition, % at 11.5 µM | hit rate 0.2% among 330,000 | AID 504810;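 active = activity change below a set negative limit, meaning inhibition stronger than a set level, cut at about -70% in these data; inconclusive = activity change between two set negative limits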; note: % is set by controls: 0 for no effect and ±100 for the full control effect
#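 Inhibition of cAMP made by TSHR-expressing cells under TSH stimulation (4nM final, EC80; 2 h, 37 deg C) is quantified with a one-step lysis HTRF kit, anti-cAMP cryptate versus cAMP-d2.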
# Menin MLL FP TR: inhibitors of human menin-MLL interaction, mutant MLL peptide | O00255 | Menin + Texas Red MLL mutant peptide, fluorescence polarization | Potency, µM (series often up to 61.6 µM), inactives show at the top dose FP activity change, negative = inhibition, hits mostly inhibitors | hit rate 0.23% among 270,000 | AID 1768; active = well fitted inhibition curve with a large enough effect in the polarisation, with a control signal flat, not every such curve was filed as active; inconclusive = small, poorly fitted or top-dose-only effect, or effect the other way, or a change in a side signal; inactive = no such curve, though single readings can be large or run the other way; the % refers to the polarisation; note: potency is the fitted concentration of half-maximal effect; % of control where 0% means no effect; many of its hits are not listed in these tables
# Target sequence (O00255 whole entry, looked up): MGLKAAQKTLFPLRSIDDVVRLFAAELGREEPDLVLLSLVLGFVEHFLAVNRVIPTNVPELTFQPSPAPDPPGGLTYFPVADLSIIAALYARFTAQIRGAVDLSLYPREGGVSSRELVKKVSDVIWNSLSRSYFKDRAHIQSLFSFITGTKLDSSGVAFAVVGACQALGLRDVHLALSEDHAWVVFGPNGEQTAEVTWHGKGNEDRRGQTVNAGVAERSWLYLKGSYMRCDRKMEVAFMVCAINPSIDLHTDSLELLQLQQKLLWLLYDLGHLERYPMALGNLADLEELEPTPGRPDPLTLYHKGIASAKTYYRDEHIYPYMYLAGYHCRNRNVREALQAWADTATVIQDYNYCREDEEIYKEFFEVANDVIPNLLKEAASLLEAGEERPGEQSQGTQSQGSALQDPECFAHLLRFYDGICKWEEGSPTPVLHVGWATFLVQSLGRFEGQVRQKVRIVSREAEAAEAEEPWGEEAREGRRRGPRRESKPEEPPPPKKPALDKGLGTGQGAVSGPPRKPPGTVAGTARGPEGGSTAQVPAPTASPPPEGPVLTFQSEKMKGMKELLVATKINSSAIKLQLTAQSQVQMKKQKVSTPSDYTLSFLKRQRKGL
# Starred values were filed as active, the others as inactive; ? = inconclusive; · = not tested or not shown; [ ] = dose if it differs, or a comment. Unless noted, calls come from the whole dose curve; as a rule, active = well fitted curve in the direction sought with a large enough effect; inconclusive = small, poorly fitted or top-dose-only effect, or another doubt; inactive = no such curve, though single readings can be large; an effect the other way counts as inactive or inconclusive. A portion of the library. The share of hits here may be higher or lower than overall.
# The first four records (preview)
SMILES,Eya2 inh,MBNL1 CUG block,hERG WT inh,S-ASM inh,PKM2 act,GALK inh,Chronic BCR inh,Mito fusion yeast,USP2a inh,TSHR antag,Menin MLL FP TR
CC1CN(Cc2csc(-c3ccc(Cl)cc3)n2)CC(C)O1 (stereo not drawn),5%,5%,-4,3%,2%,-3%,?,-6%,2%,-1,-13%
Cc1ccc(C(=O)N/N=C\C=C\c2ccccc2[N+](=O)[O-])cn1,17%,?,-4,-5%,-4%,8%,?,12%,0%,-2,-2%
CC1c2ccsc2CCN1C(=O)NC(=O)c1ccc(Cl)cc1 (stereo not drawn),0%,-5%,-5,-4%,2%,-1%,4%,7%,5%,-9,·
O=C(CNC(=S)N(CCCN1CCOCC1)Cc1cccs1)NCCCN1CCOCC1,-6%,·,19,4%,0%,0%,13%,-3%,3%,9,8%

# This part in full, from the start:
SMILES,Eya2 inh,MBNL1 CUG block,hERG WT inh,S-ASM inh,PKM2 act,GALK inh,Chronic BCR inh,Mito fusion yeast,USP2a inh,TSHR antag,Menin MLL FP TR
CC1CN(Cc2csc(-c3ccc(Cl)cc3)n2)CC(C)O1 (stereo not drawn),5%,5%,-4,3%,2%,-3%,?,-6%,2%,-1,-13%
Cc1ccc(C(=O)N/N=C\C=C\c2ccccc2[N+](=O)[O-])cn1,17%,?,-4,-5%,-4%,8%,?,12%,0%,-2,-2%
CC1c2ccsc2CCN1C(=O)NC(=O)c1ccc(Cl)cc1 (stereo not drawn),0%,-5%,-5,-4%,2%,-1%,4%,7%,5%,-9,·
O=C(CNC(=S)N(CCCN1CCOCC1)Cc1cccs1)NCCCN1CCOCC1,-6%,·,19,4%,0%,0%,13%,-3%,3%,9,8%
COc1ccccc1/C=N/NC(=O)c1ccc(-c2ccccc2)cc1,7%,13%,-1,-8%,-3%,-1%,?,0%,1%,3,-7%
OCC(CO)(CO)NCC(O)CN1c2ccccc2Sc2ccccc21 (stereo not drawn),5%,-8%,9,6%,·,9%,-5%,3%,-1%,-5,-22%
CC(=O)[C@H]1[C@H](CCc2ccccc2)NC(=O)N(Cc2ccccc2)[C@@H]1C,4%,0%,-14,3%,-5%[11.5 µM],1%,1%,1%,7%,-6,-16%[11.7 µM]
CC1(C)CC(=O)c2cc(C(=O)O)c(=O)n(-c3ccccc3)c2C1,18%,-9%,2,11%,-3%,-1%,11%,-1%,3%,2,6%
CCOC(=O)CN1C(=O)C(O)(c2c(C)[nH]c3ccccc23)c2ccccc21 (stereo not drawn),8%,10%,15,1%,7%,-7%,4%,-1%,1%,1,20%
CCOC(=O)C1CCN(C(=O)c2cc3c(C)cc(C)cc3[nH]2)CC1,4%,0%,10,0%,·,0%,?,5%,0%,-6,-25%
COc1ccc(/C(N)=C/C(=O)C(C)(C)C)cc1,4%,-6%,5,0%,4%,6%,?,-1%,-1%,-17,0%
O=C1NC(=O)/C(=C/C(=O)N2CCOCC2)S1,1%,14%,·,4%,-3%,1%,?,1%,2%,11,7%
COc1cc2c(cc1OC)CN(CC(=O)Nc1ccc(S(=O)(=O)N(C)C)cc1)CC2,18%,-4%,21,19%,27%,15%,5%,1%,1%,5,8%
O=C(O)CCCc1ccc2c(c1)CCc1ccccc1-2,9%,·,-1,1%,·,·,?,12%,2%,-9,·
COc1ccc(C(=O)NC(=S)N2CCNC(=O)C2CC(=O)OC(C)C)cc1 (stereo not drawn),10%,0%,-16,3%,-8%,-4%,?,-6%,0%,-12,·
Cc1ccc(S(=O)(=O)Nc2cccc(S(=O)(=O)Nc3ccccc3C(=O)O)c2)c(C)c1,25%,·,-1,1%,·,·,6%,·,-1%,-7,·
O=C(CCCC(=O)N(CC(=O)NC1CCCC1)Cc1ccccc1Cl)Nc1ccccn1,2%,-10%,0,0%,11%,13%,?,0%,1%,21,7%
CC(C)C1Cc2c(sc3c2c(=O)n(-c2ccccc2)c2n[nH]c(=S)n32)CO1 (stereo not drawn),-9%,-9%,2,-11%,-3%,·,13%,4%,2%,-8,·
Cc1ccc(C)c(Nc2nc(N)c3ccccc3n2)c1,8%,-5%,-7,0%,-34%,1%,-2%,6%,0%,-12,?
Cc1ccccc1N/C(SCc1ccc(Cl)cc1)=C(/C#N)C(=O)NCc1ccco1,-9%,1%,0,-3%,-1%,0%,12%,0%,4%,-45,-14%
CCC(C)NC(=O)CCC(=O)Nc1ccc2nc(N3CC(C)CC(C)C3)cc(C)c2c1 (stereo not drawn),8%,1%,-5,·,2%,-2%,5%,4%,7%,22,-14%
CCCC[C@@H]1C=C(C(=O)O)[C@H](c2ccc(Cl)cc2)N1S(=O)(=O)c1ccc(C)cc1,-8%,·,-1,6%,·,·,-4%,·,-7%,28,·
Cn1c(=O)c2c(ncn2CC(COCc2ccc(Cl)cc2)OCc2ccc(Cl)cc2)n(C)c1=O (stereo not drawn),-7%,-4%,-2,-11%,0%,0%,18%,13%,1%,-9,·
Cc1ccccc1Nc1c(-c2cccnc2)nc2cccc(C)n12,-1%,0%,-3,2%,10%,0%,3%,-8%,0%,7,-4%
COc1ccc(S(=O)(=O)N(CC(=O)N/N=C/c2ccc(C(=O)O)cc2)Cc2ccccc2)cc1OC,2%,4%,-1,3%,-1%,-1%,1%,-1%,-2%,4,0%
CC(=O)Nc1cccc(C(=O)OCC(=O)c2ccccc2Cl)c1,-4%,1%,-12,-4%,-1%,12%,-23%,9%,5%,5,39%[activator]
Cc1ccccc1OCC(=O)NNC(=O)c1cc(S(=O)(=O)N2CCOCC2)ccc1N1CCCC1,14%,·,11,-3%,·,·,-6%,-8%,0%,2,·
O=c1[nH]c2cc3c(cc2cc1CN(CC1CCCO1)S(=O)(=O)c1ccc(Cl)cc1)OCCO3 (stereo not drawn),-23%,?,37,33%,-20%,0%,?,-3%,0%,85,1%
CC(C)(C)c1ccc(-c2noc(CCC(=O)N3CCOCC3)n2)cc1,-4%,-5%,7,-2%,1%,5%,?,-4%,5%,4,-1%
COC(=O)c1ccc(NC(=O)C2CCCN(S(C)(=O)=O)C2)cc1 (stereo not drawn),-6%,-10%,1,3%,·,9%,?,-1%,0%,-5,?
CC(=O)Nc1cccc2c1C(=O)NC2=O,1%,26%,-6,9%,2%,1%,1%,-2%,1%,-3,6%
CCOC(=O)N1CCC(N2CC34C=CC(O3)C(C(=O)O)C4C2=O)CC1 (stereo not drawn),-1%,-14%,6,2%,-13%,0%,5%,0%,1%,16,4%
CCOC(=O)C(NC(=O)NCc1ccccc1OC)(OCC)C(F)(F)F (stereo not drawn),-29%,-1%,-9,-1%,-11%,3%,0%,-8%,-5%,4,1%
Cn1c(=O)[nH]c(=O)c2c1nc(N1CCN(CCO)CC1)n2CCSc1nc2ccccc2s1,8%,1%,-12,-3%,-3%,3%,?,0%,1%,12,0%
Nc1cc(=O)nc(SCC(=O)NCc2ccccc2)n1CCc1ccccc1,-19%,-5%,-2,1%,0%,-1%,4%,-3%,1%,9,-4%
COc1cc(CNc2ccc3[nH]c(=O)[nH]c3c2)ccc1OCc1ccccc1Cl,-15%,-1%,-4,-4%,·,-1%,-1%,7%,0%,-3,?
CSc1sc(C(=O)NCC2CC2)c(-c2cccs2)c1C#N,-7%,·,10,2%,1%,-2%,?,8%,1%,-1,·
